Screening data deposited in PubChem BioAssay by National Center for Advancing Translational Sciences (NCATS).
TRHR enhancer – TRH receptor (human) allosteric enhancement; enhancement, % at 2 µM; P34981; 360,000 compounds, 0.66% hits; TRHR cells, fluo-8 calcium fluorescence, EC20 TRH enhancement; in the data active means enhancement above about 30%; further: 0% is about no effect
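TRHR-expressing cells loaded with fluo-8 calcium dye were read kinetically (ex 480/em 530) during compound addition, then stimulated with an EC20 of TRH (10 nM final). Enhancement of the Gq-mediated intracellular calcium response was scored.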
D1 antagonist – antagonists of human D1 dopamine receptor. P21728. HEK293 TREx D1 cells, calcium flux, dopamine EC80; hits give low values. activity change, negative = inhibition, % at 10 µM. 360,000 compounds, 3.2% hits. AID 504652; in the data active means activity change below about -30%; further: on the % scale 0 is the no-effect control and ±100 the full control effect
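Compound effects on dopamine-evoked calcium signalling were measured in tetracycline-induced HEK293 Trex D1 cells. Dopamine at EC80 followed a 180 s compound pre-read, and fluorescence was tracked kinetically for 180 s more.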
D1 ag – activates the human D1 dopamine receptor; HEK293 T-REx D1 cells, calcium flux, agonist mode; activation, % at 2 µM; 360,000 compounds, 1% hits; AID 504660; further: 0% is about no effect
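Inducible HEK293 T-REx D1 cells, force-coupled to calcium signalling, were plated at 4000 cells/well with tetracycline and held overnight at 30 C. After no-wash calcium dye loading, compound-evoked calcium rise over 180 s flagged agonists.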
D2 agonist – D2 dopamine receptor (human) agonism; P14416; HEK293 T-REx D2 cells, calcium flux agonist mode; activation, % at 2 µM; 340,000 compounds, 0.53% hits; AID 485358;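 active means activation over 3 SD above normal in the single-dose calcium agonist read, cut at about 30% in these data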; further: 0% is about no effect
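Agonism is scored from calcium flux in a force-coupled, inducible HEK293 cell line expressing D2, read kinetically for 180 s after compound addition against dopamine controls.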
RXFP1 antagonist – antagonists of human relaxin receptor RXFP1 | Q9HBX9 | HEK293-RXFP1, relaxin-stimulated cAMP HTRF, 30 min; hits give low values | activity change, negative = inhibition, % at 57.5 µM | 350,000 compounds, 0.59% hits | AID 1259400;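 active means activity change of -60% or lower, but not beyond a set lower limit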; further: on the % scale 0 is the no-effect control and ±100 the full control effect
Target sequence (Q9HBX9 whole entry, looked up): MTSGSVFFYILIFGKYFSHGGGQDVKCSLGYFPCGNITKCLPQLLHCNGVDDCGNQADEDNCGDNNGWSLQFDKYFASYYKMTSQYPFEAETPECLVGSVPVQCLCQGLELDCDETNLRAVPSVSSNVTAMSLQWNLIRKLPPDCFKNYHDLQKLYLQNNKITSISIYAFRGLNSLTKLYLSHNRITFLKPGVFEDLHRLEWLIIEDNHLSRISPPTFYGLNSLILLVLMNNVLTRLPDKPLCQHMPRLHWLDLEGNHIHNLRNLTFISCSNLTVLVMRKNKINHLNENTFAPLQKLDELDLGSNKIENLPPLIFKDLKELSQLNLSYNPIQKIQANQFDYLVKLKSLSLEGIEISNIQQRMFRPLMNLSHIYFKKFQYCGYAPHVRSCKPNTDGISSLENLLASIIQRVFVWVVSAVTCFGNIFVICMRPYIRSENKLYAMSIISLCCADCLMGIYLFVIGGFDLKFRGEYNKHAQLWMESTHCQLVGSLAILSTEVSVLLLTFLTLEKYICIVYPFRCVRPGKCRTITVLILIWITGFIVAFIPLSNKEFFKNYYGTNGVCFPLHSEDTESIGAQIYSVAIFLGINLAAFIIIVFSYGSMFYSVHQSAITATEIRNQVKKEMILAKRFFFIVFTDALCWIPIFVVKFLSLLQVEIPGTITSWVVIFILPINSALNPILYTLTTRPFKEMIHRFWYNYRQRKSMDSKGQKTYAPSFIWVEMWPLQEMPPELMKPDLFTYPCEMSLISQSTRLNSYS
TRHR agonist – activates the human TRH receptor; TRHR cells, calcium flux fluo-8, FDSS agonist mode; activation, % at 2 µM; 360,000 compounds, 0.18% hits; further: 0% is about no effect
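Agonist-mode FDSS calcium read (Ex 480/Em 530, 1 s cycles) in 1536-well TRHR cells with fluo-8 dye, after 10-cycle baseline and 23 nL compound addition; TRH at EC20 (10 nM final) added afterwards for the enhancer phase.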
D2 PAM – D2 dopamine receptor (human) potentiation | P14416 | HEK293 T-REx D2, calcium flux, EC20 dopamine potentiation | potentiation, % at 10 µM | 340,000 compounds, 0.34% hits | AID 485347;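 active means potentiation over 3 SD above the plate norm, cut at about 30% in these data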; further: 0% is about no effect
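Cells plated with tetracycline inducer and held overnight at 30 C; calcium dye loaded 30–90 min at room temperature; baseline taken, compound added and read 180 s; EC20 dopamine then added and read 180 s.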
D1 PAM – potentiators of human D1 dopamine receptor; HEK293 TREx D1 cells, calcium flux, dopamine EC20 potentiation; potentiation, % at 10 µM; 360,000 compounds, 0.036% hits; AID 504651; in the data active means potentiation above about 30%; further: 0% is about no effect
D2 antag – antagonists of human D2 dopamine receptor. P14416. HEK293 TREx D2 cells, calcium flux, dopamine EC80. inhibition, % at 10 µM. 340,000 compounds, 2% hits; in the data active means inhibition above about 30%; further: 0% is about no effect
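Tetracycline-induced HEK293 T-REx cells expressing D2 force-coupled to calcium signalling were dye-loaded, exposed to compound for 180 s, then challenged with an EC80 of dopamine; calcium flux was followed kinetically for a further 180 s.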
Numbers without * were called inactive; . = no result given. Unless noted, no stated cut-off is given here; in the data, active means activation above about 30%; inactive means the rest.

1) COc1ccc(OC)c(NC(=O)C2CCCN2C(=O)OCc2ccccc2)c1 (stereo unspecified)
2) Cc1cccc(Nc2nc(N)c([N+](=O)[O-])c(N3CCC(C)CC3)n2)c1
3) CCOc1ccc(N2CC(NC(=O)C3CCCC3)CC2=O)cc1 (stereo unspecified)
4) COCc1[nH]nc2c1C(c1cc(OC)c(O)c(OC)c1)C(C#N)=C(N)O2 (stereo unspecified)
5) O=C(O)CCCC(=O)Nc1ccc(C(=O)N2CCCCC2)cc1
6) O=C(Nc1ccccc1F)C(c1ccccc1)N1Cc2ccccc2C1=O (stereo unspecified)

screen / no.,1,2,3,4,5,6
TRHR enhancer,6,10,-13,5,6,11
D1 antagonist,2,-28,.,-6,-20,0
D1 ag,3,1,-3,7,1,0
D2 agonist,0.4,0.2,1.2,.,0.0,0.1
RXFP1 antagonist,3,-69*,-2,9,-7,0
TRHR agonist,-2.9,-0.2,0.4,-1.9,0.4,0.8
D2 PAM,11,7,-9,.,11,3
D1 PAM,-1,5,6,-4,-2,1
D2 antag,12,18,.,.,-7,.

7) CCOc1cc(/C=N/NC(=O)c2c(-c3ccccc3)noc2C)ccc1O
8) O=C(Nc1ccc(Cl)c([N+](=O)[O-])c1)c1ccco1
9) N#Cc1ccccc1S(=O)(=O)N1CCN(C(=O)c2ccc(-n3cncn3)c([N+](=O)[O-])c2)CC1
10) Cc1ccc(S(=O)(=O)NCCC(=O)N2CCCCC2)cc1
11) COC(=O)c1ccccc1NC(=O)CSc1n[nH]c(-c2cccnc2)n1
12) O=C(CN(C(=O)CCC(=O)Nc1nccs1)c1ccccc1F)NCc1ccc2c(c1)OCO2

screen / no.,7,8,9,10,11,12
TRHR enhancer,14,-1,13,-5,-3,3
D1 antagonist,-3,3,7,3,8,3
D1 ag,1,1,0,-1,2,0
D2 agonist,-1.2,2.7,0.5,-0.4,-1.8,-0.3
RXFP1 antagonist,-2,1,-13,.,-22,-3
TRHR agonist,-1.5,0.3,1.1,-0.3,0.5,0.8
D2 PAM,-11,25,3,3,14,-1
D1 PAM,-3,-3,-3,0,-2,-5
D2 antag,4,-8,3,-7,-2,-19

13) COc1ccccc1C(=O)Nc1ccc(N2CCN(C(C)=O)CC2)cc1
14) COc1ccc(CC(NC(C)=O)C(=O)NC2CCN(C(=O)Nc3ccc(C#N)cc3)CC2)cc1OC (stereo unspecified)
15) CC(=O)N1CCC(N(CCN2CCOCC2)C(=S)Nc2cc(C)cc(C)c2)CC1
16) COc1cc(/C=C2\SC(=S)N(NC(=O)c3ccccc3O)C2=O)ccc1O
17) O=C(Oc1ccc2c3c(c(=O)oc2c1)CCCC3)c1ccco1
18) COc1ccccc1NS(=O)(=O)c1ccc(C)c(C(=O)NCC(c2ccco2)N(C)C)c1 (stereo unspecified)

screen / no.,13,14,15,16,17,18
TRHR enhancer,0,-2,4,10,4,2
D1 antagonist,5,-5,10,-1,11,10
D1 ag,1,1,1,90*,2,-1
D2 agonist,-0.4,0.9,0.4,0.3,-1.6,0.3
RXFP1 antagonist,-4,0,-11,-3,0,-13
TRHR agonist,0.2,0.0,-0.1,-0.6,-0.3,-0.1
D2 PAM,6,2,2,10,-14,-3
D1 PAM,4,-4,-5,-5,-4,7
D2 antag,9,-9,-5,8,21,7

19) COc1ccc(-c2nn(C)c3sc(C(=O)N4CCN(c5cccc(Cl)c5)CC4)cc23)cc1OC
20) COc1ccc(S(=O)(=O)N2CCOCC2)cc1Br
21) Cc1ccccc1N(CC(=O)NC1CCCCC1)C(=O)c1csnn1
22) COc1ccc(NC(=O)CSCC(=O)Nc2ccc(S(=O)(=O)N3CCOCC3)cc2)cc1
23) COc1ccc(OC)c(CCNC(=O)CN2C(=O)COc3ccc(S(=O)(=O)N4CCOCC4)cc32)c1
24) CCC(c1nnnn1Cc1ccc2c(c1)OCO2)N1CCN(c2ccc(OC)cc2)CC1 (stereo unspecified)

screen / no.,19,20,21,22,23,24
TRHR enhancer,12,0,26,-2,3,1
D1 antagonist,-9,-8,2,-3,9,0
D1 ag,-2,1,1,1,2,1
D2 agonist,0.1,0.2,1.3,0.4,-0.1,-0.3
RXFP1 antagonist,-10,6,9,-4,12,2
TRHR agonist,0.4,-0.1,1.1,0.0,-0.3,-0.3
D2 PAM,0,-3,3,-4,3,14
D1 PAM,-3,5,-8,-1,5,-1
D2 antag,.,14,-35,4,-3,11

25) COCCCNC(=O)CC(NS(=O)(=O)c1ccc(C)cc1)c1ccc(OC)cc1 (stereo unspecified)
26) CCC(C)[C@H](NC(=O)C1CC(=O)N(c2ccc3c(c2)OCCO3)C1)C(=O)NC1CCCC1 (stereo partly specified)
27) CC(=O)c1ccc(N2C(=O)C3C(C2=O)C(C(=O)c2ccc(Cl)cc2)N2CCCC32)cc1 (stereo unspecified)
28) CSc1c(CC(=O)NCCCO)n(Cc2ccccc2)c2ccccc12
29) COc1ccc(CNC(=O)CN2CCN(S(=O)(=O)c3cc(Br)ccc3Br)CC2)cc1OC
30) Cc1ccccc1N1CC(C(=O)N2CCCCCC2)CC1=O (stereo unspecified)

screen / no.,25,26,27,28,29,30
TRHR enhancer,0,1,1,6,1,6
D1 antagonist,-9,-10,-1,6,-7,-10
D1 ag,3,0,10,2,2,0
D2 agonist,-0.6,-0.3,3.7,.,0.3,0.5
RXFP1 antagonist,-13,1,-12,3,-3,-2
TRHR agonist,-0.1,0.1,8.3,-0.1,-0.3,-1.5
D2 PAM,3,2,0,3,4,-4
D1 PAM,-5,1,-4,-2,-2,-1
D2 antag,0,-4,4,.,11,5

31) CN1CCN(C(=O)C2(NC(=O)Nc3cccc(F)c3)CCCCC2)CC1
32) CN(C)C(=O)NC(NC(=S)Nc1ccccc1)C(Cl)(Cl)Cl (stereo unspecified)
33) COc1cccc2c1c(NC(=O)Nc1ccc(F)cc1F)nn2C
34) CC(=O)Nc1ccc(S(=O)(=O)N2CCN(c3ncccn3)CC2)cc1
35) CCC(C(=O)N1CCN(c2ccccc2)CC1)n1nc(C)c2sc3ccccc3c2c1=O (stereo unspecified)
36) COCCNC(=O)c1cc(Sc2nnc(C)s2)nc2ccccc12

screen / no.,31,32,33,34,35,36
TRHR enhancer,-5,-10,-6,-4,-8,2
D1 antagonist,-30*,-1,-1,-11,-4,14
D1 ag,3,4,3,5,5,2
D2 agonist,-0.9,0.2,-1.0,0.3,0.8,-0.2
RXFP1 antagonist,2,-1,-14,-4,-13,.
TRHR agonist,0.3,0.6,-1.0,0.6,0.1,-0.7
D2 PAM,8,-2,-1,6,1,4
D1 PAM,-4,-5,1,-4,-2,1
D2 antag,19,-10,-2,-7,.,4

Reprinted at random: 3 entries already listed, in no set order.
12) O=C(CN(C(=O)CCC(=O)Nc1nccs1)c1ccccc1F)NCc1ccc2c(c1)OCO2
22) COc1ccc(NC(=O)CSCC(=O)Nc2ccc(S(=O)(=O)N3CCOCC3)cc2)cc1
21) Cc1ccccc1N(CC(=O)NC1CCCCC1)C(=O)c1csnn1

screen / no.,12,22,21
TRHR enhancer,3,-2,26
D1 antagonist,3,-3,2
D1 ag,0,1,1
D2 agonist,-0.3,0.4,1.3
RXFP1 antagonist,-3,-4,9
TRHR agonist,0.8,0.0,1.1
D2 PAM,-1,-4,3
D1 PAM,-5,-1,-8
D2 antag,-19,4,-35

Continuation.
37) Cc1cc(=O)oc2cc(OCC(=O)OCC(=O)NCc3ccc4c(c3)OCO4)ccc12
38) Cn1c(CNC(=O)CNC(=O)c2ccccc2)cc(=O)n(C)c1=O
39) Cc1cc(C)c(NC(=O)CSc2nnc(-c3ccncc3)n2Cc2ccco2)c(Cl)c1
40) Cc1ccc(S(=O)(=O)NC2=NCN(Cc3cccnc3)CN2)cc1
41) CCOc1ccccc1N1CN(C2CCCCC2)CNC1=S
42) O=C(NCc1ccc(Cl)c(Cl)c1)c1ccc2c(c1)OCO2

screen / no.,37,38,39,40,41,42
TRHR enhancer,-3,4,4,4,1,-10
D1 antagonist,4,6,7,14,7,11
D1 ag,1,0,0,1,0,1
D2 agonist,0.0,0.2,0.9,.,-0.3,0.2
RXFP1 antagonist,-4,-5,-9,8,15,4
TRHR agonist,0.0,0.9,-0.8,-0.2,-0.2,-1.1
D2 PAM,-9,6,14,.,7,-7
D1 PAM,-6,0,0,6,1,-1
D2 antag,-7,-4,12,.,3,-12

Next section, starting with the last 2 of the part before.
41) CCOc1ccccc1N1CN(C2CCCCC2)CNC1=S
42) O=C(NCc1ccc(Cl)c(Cl)c1)c1ccc2c(c1)OCO2
43) C=CCn1c(SCc2cc(=O)n3cc(C)ccc3n2)nnc1-c1cccc(C)c1
44) COc1ccc(N2CCN(C(=O)CN3C(=O)CSc4c3c(C)nn4-c3ccccc3)CC2)cc1
45) Cc1cccc(OCC(=O)NCCNC(=O)c2cccnc2)c1
46) O=C(O)c1ccccc1C(=O)c1cccc2ccccc12
47) CC(=O)N1C(C)(C)CC(=NOS(=O)(=O)c2ccccc2)CC1(C)C
48) CCNS(=O)(=O)c1ccc(CCC(=O)N2CCN(Cc3ccccc3)CC2)cc1
49) Cc1ccnc(N2CCC(C(=O)NCc3ccc(F)cc3)CC2)n1

screen / no.,41,42,43,44,45,46,47,48,49
TRHR enhancer,1,-10,-12,2,1,7,0,-5,-4
D1 antagonist,7,11,-10,-24,-2,-37*,-13,6,1
D1 ag,0,1,3,7,0,0,3,3,0
D2 agonist,-0.3,0.2,-1.6,0.6,0.2,-1.1,-0.3,-0.2,0.2
RXFP1 antagonist,15,4,3,.,-6,-7,2,0,0
TRHR agonist,-0.2,-1.1,-0.1,-0.3,0.4,0.1,0.2,0.2,0.3
D2 PAM,7,-7,10,12,-17,-5,-4,-7,-2
D1 PAM,1,-1,7,-8,-4,-10,5,-9,-3
D2 antag,3,-12,-6,.,10,16,-1,2,9
